B2AR arrestin – agonists driving beta-arrestin recruitment to human beta2-adrenergic receptor; beta-arrestin recruitment to beta2AR, cell-based reporter; actives 0.02% (n = 330,000); P07550; Potency, µM (doses to about 46.1 µM), inactives show at the top dose activation, hits mostly activators; AID 492947;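 further: potency means the concentration at half of the fitted maximal effect; 0% = DMSO controls and full agonism = EC100 isoproterenol or metaproterenol; nearly all actives have a fitted effect of over 65% in size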
Menin MLL FP TR – displaces Texas Red mutant MLL peptide from human menin; Potency, µM (top dose mostly 61.6 µM), inactives show top-dose FP activity change, negative = inhibition, usual class: inhibitors; actives 0.23% (n = 270,000); O00255; Menin + Texas Red MLL mutant peptide, fluorescence polarization; AID 1768; active means well fitted inhibition curve with a large enough effect in the polarisation, with a control signal flat, not every such curve was filed as active; inconclusive means small, poorly fitted or top-dose-only effect, or effect the other way, or a change in a side signal; inactive means no such curve, though single readings can be large or run the other way; the % refers to the polarisation; further: potency means the concentration at half of the fitted maximal effect; % of control where 0% means no effect; many of its hits are not listed in these tables
TRPV1 agonist – human TRPV1 agonism; Q8NER1; TRPV1-expressing cells, Fluo-8 calcium influx, agonist mode; activation, % at 8.33 µM; AID 540275; actives 0.19% (n = 320,000); in the data active means activation above about 80%; inconclusive means between about 30% and that limit; further: 0% is about no effect
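TRPV1-expressing cells were cultured overnight at 35.5C and loaded with Fluo-8 calcium dye for 40 to 90 min at room temperature. After a 10 s baseline, compound was added and calcium influx was read kinetically for 3 min (ex 480/em 520 nm).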
FBPA coupling cs – counter-screen for Giardia aldolase inhibitors: coupling enzyme system; activity change, negative = inhibition, % at 58.2 µM, hits read low; actives 0.67% (n = 290,000); coupling enzyme system counterscreen, AmpLite Red fluorescence; AID 2472; in the data active means activity change below about -30%; further: on the % scale 0 is the no-effect control and ±100 the full control effect
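Coupling enzymes only (glyceraldehyde-3-phosphate) + compound, at 57.5 uM final, 10 min RT; add substrate/coupling/AmpLite Red mix, 20 min RT; fluorescence ex 525/em 598 nm. Actives flag coupling-system interference.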
KCNH2 3.1 block – blocks the human KCNH2 3.1 channel isoform; U2OS KCNH2 3.1, thallium flux FluxOr; hits give low values; activity change, % (tested at about 1.8 µM); actives 0.95% (n = 340,000); AID 720553;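 active means maximum activity change below -70%; inconclusive means maximum activity change from -70% to -50%; inactive means maximum activity change above -50%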;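 further: thallium influx rate constant from kinetic fluorescence after stimulation buffer; on the % scale 0 is the no-effect control and ±100 the full control effect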
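Thallium flux via FluxOr fluorescence (Red40 quencher, 45 min loading) in U2OS cells virally expressing the KCNH2 3.1 isoform (1.77 x 10^8 /mL virus, overnight at 37 C). Rate constants from 2-min kinetic reads post-stimulation, normalised to positive and negative controls.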
KCNH2 WT inh – inhibitors of human wildtype KCNH2 potassium channel | Q12809 | U2OS, BacMam KCNH2, thallium flux FluxOr; hits give low values | activity change, % at 1.84 µM | actives 0.37% (n = 340,000) | AID 720551;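 active means maximum activity change below -70%; inconclusive means maximum activity change between -70% and -50%; inactive means maximum activity change above -50%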; further: on the % scale 0 is the no-effect control and ±100 the full control effect
Target sequence (Q12809 whole entry, looked up): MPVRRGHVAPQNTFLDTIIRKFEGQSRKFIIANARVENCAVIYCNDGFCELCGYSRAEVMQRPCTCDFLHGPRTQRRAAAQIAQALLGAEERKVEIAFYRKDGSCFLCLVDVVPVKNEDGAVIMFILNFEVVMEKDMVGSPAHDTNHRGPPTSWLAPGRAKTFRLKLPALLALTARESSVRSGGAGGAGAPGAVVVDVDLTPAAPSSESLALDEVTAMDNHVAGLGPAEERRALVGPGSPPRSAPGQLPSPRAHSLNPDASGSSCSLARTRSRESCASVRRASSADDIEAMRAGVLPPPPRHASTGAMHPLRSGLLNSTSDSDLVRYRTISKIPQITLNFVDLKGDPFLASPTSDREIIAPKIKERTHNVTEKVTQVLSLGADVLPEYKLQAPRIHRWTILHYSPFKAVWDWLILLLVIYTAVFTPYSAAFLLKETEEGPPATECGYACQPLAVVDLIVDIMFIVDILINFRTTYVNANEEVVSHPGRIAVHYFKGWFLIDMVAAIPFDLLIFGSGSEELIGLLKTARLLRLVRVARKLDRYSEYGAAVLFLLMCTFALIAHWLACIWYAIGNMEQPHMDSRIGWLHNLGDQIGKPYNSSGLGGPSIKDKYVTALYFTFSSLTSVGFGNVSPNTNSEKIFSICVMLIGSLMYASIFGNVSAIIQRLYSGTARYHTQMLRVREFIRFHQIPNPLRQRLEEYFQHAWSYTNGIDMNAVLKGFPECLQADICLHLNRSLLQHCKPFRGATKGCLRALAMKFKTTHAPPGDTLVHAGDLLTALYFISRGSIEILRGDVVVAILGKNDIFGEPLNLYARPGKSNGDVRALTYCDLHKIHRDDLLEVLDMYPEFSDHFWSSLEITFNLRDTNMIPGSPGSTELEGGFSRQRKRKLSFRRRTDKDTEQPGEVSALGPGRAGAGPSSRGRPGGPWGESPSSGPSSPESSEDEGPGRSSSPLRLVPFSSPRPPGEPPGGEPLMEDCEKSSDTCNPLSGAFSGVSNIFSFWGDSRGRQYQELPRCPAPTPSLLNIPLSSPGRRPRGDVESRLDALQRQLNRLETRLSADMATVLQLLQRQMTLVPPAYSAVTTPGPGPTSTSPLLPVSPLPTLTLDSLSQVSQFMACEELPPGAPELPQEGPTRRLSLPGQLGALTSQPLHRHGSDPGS
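U2OS cells transduced with wild-type KCNH2 virus are loaded with FluxOr dye for 45 min, and thallium flux is measured in kinetic reads before and after stimulation buffer. Rate constants are normalized to DMSO controls.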
CXXC DNA block – MLL CXXC-DNA interaction inhibition; MLL-CXXC / FITC-HOXA9 DNA fluorescence polarization; Potency, µM (doses to about 115 µM), without a hit: top-dose activity change, negative = inhibition, most hits filed as inhibitors; actives 0.037% (n = 290,000); AID 2662; active means well fitted inhibition curve with a large enough effect in the polarisation, with a control signal flat, not every such curve was filed as active; inconclusive means small, poorly fitted or top-dose-only effect, or effect the other way, or a change in a side signal; inactive means no such curve, though single readings can be large or run the other way; the % refers to the polarisation; further: potency means the concentration at half of the fitted maximal effect
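Purified MLL-CXXC (added from a 7 uM solution) was preincubated 5 min at ambient with pinned compounds in 50 mM Tris-HCl pH 7.5, 50 mM NaCl, 1 mM DTT, 0.05% BSA. Fluorescein-labeled HOX-A9 DNA (50 nM solution) followed, 30 min, then polarization read.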
Giardia killer – kills Giardia lamblia; actives 0.15% (n = 340,000); AID 540267; activity change, % at 7.66 µM, hits read low; Giardia lamblia trophozoite viability; in the data active means activity change below about -80%; inconclusive means between about -30% and that limit;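 further: parasites exposed to compound for two days anaerobically before the ATP read; on the % scale 0 is the no-effect control and ±100 the full control effect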
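Killing of trophozoites was scored by loss of ATP luminescence after a 48 hrs anaerobic exposure to compounds at 37 deg C, using 100 cells per well.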
USP2a block – inhibitors of human ubiquitin-specific protease USP2a; USP2 core, Ub-CHOP2 coupled fluorogenic reporter, 485/531; O75604; actives 0.01% (n = 330,000); AID 463254; Potency, µM (series often up to 38.3 µM), inactives show at the highest dose activity change, negative = inhibition, hits mostly inhibitors;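 further: potency means the concentration at half of the fitted maximal effect; plate controls were DMSO wells for no effect and full inhibition by NEM control for full effect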
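Deubiquitinase activity read as fluorescence (485/531 nm) after Ub-CHOP2 cleavage activates the enterokinase reporter on its substrate; USP2 core 10nM, Ub-CHOP2 and substrate 25nM each, 30min compound preincubation then 60min RT; data normalized to NEM, curves fitted.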
GALK inh – inhibitors of human galactokinase | Purified GALK, Kinase-Glo residual ATP luminescence | Potency, µM (top dose mostly 57.5 µM), for the others: top-dose activity change, negative = inhibition, actives largely listed as inhibitors | actives 0.007% (n = 270,000) | AID 1868; further: potency means the concentration at half of the fitted maximal effect; on the % scale 0 is the no-effect control and ±100 the full control effect
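5 nM enzyme, 35 uM ATP, 100 uM galactose, 20 mM HEPES pH8.0, 5 mM MgCl2; 1 h RT; residual ATP by Kinase-Glo Plus luminescence, qHTS format.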
PKM2 act – PKM2 (human) enzyme activation | P14618 | purified PKM2, Kinase-Glo ATP luminescence, activation; response scale: 0% is enzyme alone, no compound | Potency, µM (top dose mostly 57.5 µM), without a hit: at the top dose activation, hits mostly activators | actives 0.34% (n = 260,000); further: potency means the concentration at half of the fitted maximal effect; on the % scale 0 is the no-effect control and ±100 the full control effect; nearly all actives have a fitted effect of over 55% in size
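Kinase-Glo luminescence reports ATP generated from ADP (0.1 mM) and PEP (0.5 mM) by purified hPK-M2 after 1 h at room temperature, pH 7.2 imidazole buffer; intermediate enzyme activity allows detecting inhibitors and activators.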
* hit, by the source's call; ? = inconclusive; nt = no result given; & = joins results of further samples; [ ] = dose if it differs, or a comment. Unless noted, the call rests on the fitted dose curve; in most records, active means well fitted curve in the direction sought with a large enough effect; inconclusive means small, poorly fitted or top-dose-only effect, or another doubt; inactive means no such curve, though single readings can be large; an effect the other way counts as inactive or inconclusive.

SMILES	B2AR arrestin	Menin MLL FP TR	TRPV1 agonist	FBPA coupling cs	KCNH2 3.1 block	KCNH2 WT inh	CXXC DNA block	Giardia killer	USP2a block	GALK inh	PKM2 act
O=C(COC(=O)c1ccc(Br)cc1)NCCc1ccccc1	-0.1%	-0.2%	6.3	1.4	2.1	-1.8	-6.0%	-5.8	-26.1%	1.1%	-5.5%
O=C(N/N=C/c1cnc(N2CCOCC2)s1)c1ccccc1	0.3%	-0.6%	-3.4	0.3	4.3	4.8	2.5%	-16.0	6.2%	1.1%	-8.6%
O=C(Nc1ccc(N2CCOCC2)cc1)c1ccc(Cl)nc1	-0.2%	4.2%	1.1	2.3	-3.5	1.7	4.3%	5.9	0.3%	0.3%	-6.1%
Cc1cc(NC(=O)C(C)SCC(=O)OC(C)C(=O)Nc2ccccc2C)no1 (stereo not given)	0.4%	nt	-1.5	nt	1.2	-6.9	4.6%	-21.5	-1.1%	4.6%	-1.9%
Cc1nnc(NC(=O)CSc2nnc(C(C)NC(=O)c3ccccc3F)n2C)s1 (stereo not given)	-0.1%	-26.5%	-1.2	1.8	2.5	0.9	-3.9%	5.2	0.7%	17.5%	-2.3%
CCCCCC(=O)NC(=S)Nc1ccc(Cl)cn1	0.3%	5.6%	-2.2	-1.1	2.5	-0.6	-2.0%	5.3	0.0%	2.0%	-2.9%
Cc1ccc(NC(=O)CN(C)C(=O)c2cccc(S(=O)(=O)NCc3cccs3)c2)cc1	0.3%	nt	0.9	nt	-5.1	3.1	nt	-10.9	-4.3%	nt	nt
Cc1ccc(NC(=O)Cn2cnc3ccccc32)cc1C	0.0%	12.0%	-0.4	3.7	-11.1	5.1	-4.5%	20.2	-1.2%	-2.1%	-3.7%
O=C(CSc1nnc(-c2ccco2)n1CC1CCCO1)NC1CCCC1 (stereo not given)	0.0%	1.7%	-5.0	3.5	4.3	10.9	1.3%	-12.4	3.1%	1.4%	-3.2%
CCOc1cc(C(C#N)N2CCOCC2)ccc1OC (stereo not given)	-0.4%	4.2%	1.2	-1.8	1.0	-9.1	-0.3%	-5.3	-1.6%	0.3%	3.7%
C=C(C)CSc1ncc(-c2cccc(C(F)(F)F)c2)cn1	0.2%	11.7%	26.5	-1.3	-5.4	-16.6	-1.7%	6.5	-0.8%	0.2%	2.1%
Cc1noc(C)c1-c1nc(CS(=O)(=O)c2ccccc2)no1	-0.2%	nt	-0.3	2.6	-2.7	8.4	23.6%	-5.4	1.4%	-0.2%	8.2%
O/N=C/CCn1c(=S)sc2ccccc21	0.3%	-2.4%	-0.6	0.8	-5.5	-16.9	0.6%	2.4	-0.1%	3.7%	9.0%
Cc1cccc(OCCn2c(-c3ccco3)nc3ccccc32)c1	-0.8%	11.1%	?	nt	-4.1	5.3	1.0%	-1.2	-0.2%	-1.6%	-0.5%
CC(NCC(=O)Nc1ccccc1C(=O)NC1CC1)c1ccc(S(C)(=O)=O)cc1 (stereo not given)	0.0%	nt	0.1	nt	-26.3	6.4	nt	-3.5	0.0%	nt	nt
Cc1ccc(C)c(NC(=S)N/N=C2\CCc3ccccc32)c1	4.8%	nt	-3.0	3.3	-0.8	-3.1	9.8%	6.8	2.7%	-2.1%	-0.7%
Cc1c(N=C2Nc3cccc4cccc2c34)c(=O)n(-c2ccccc2)n1C	0.5%	?	19.7	-1.5	21.5&4.6	3.0&-10.4	?	-15.2&-22.9	0.9%	2.6%	5.8%
Cc1ccccc1NC(=S)N1CCCC1	-0.6%	12.5%	-6.8	0.1	-15.2	-0.2	0.5%	-4.7	2.0%	0.5%	-0.8%
O=C(CNc1ccc2ccccc2c1)N/N=C/c1cc2ccccc2nc1Cl	-0.5%	?	1.8	-13.0	-0.9	2.3	?	-2.2	-1.1%	nt	-4.2%
CCN1CCN(Cc2ccc(NC(=O)Nc3ccccc3OC)cc2)CC1	-0.3%	18.1%	0.7	2.3	-6.7	-11.7	-13.1%	?	2.6%	2.3%	-1.9%
C/C(CC(=O)Nc1ccc(Cl)c(C(F)(F)F)c1)=N\NC(=O)c1cc2ccccc2cc1O	-0.6%	?	-4.9	-2.1	-0.9	-2.2	16.3%	-16.0	-5.8%	0.4%	4.1%
COc1ccc(/C(C)=N/N=C2/NC(=O)CC(C(=O)O)S2)cc1F (stereo not given)	-0.4%	nt	-2.8	0.3	15.0	-4.1	5.4%	?	6.1%	-0.4%	-0.5%
COc1ccc(CN(C)CC(=O)N2CCc3ccccc3C2)cc1	2.2%	2.1%	2.4	1.9	-16.0	20.7	-11.4%	-7.9	1.8%	-2.9%	-14.8%
O=C(CN(C1CCCCC1)S(=O)(=O)c1ccccc1)NCc1ccco1	-0.4%	-8.8%	-5.7	1.3	3.9	1.5	-1.8%	9.0	2.0%	0.6%	4.7%
O=C(COC(=O)c1ccc2ccccc2n1)Nc1cccc(S(=O)(=O)NC2=NCCCCC2)c1	0.1%	-10.1%	-0.4	1.9	-2.7	nt	21.2%	5.5	1.9%	10.7%	-1.9%

(more compounds)
SMILES	B2AR arrestin	Menin MLL FP TR	TRPV1 agonist	FBPA coupling cs	KCNH2 3.1 block	KCNH2 WT inh	CXXC DNA block	Giardia killer	USP2a block	GALK inh	PKM2 act
COc1ccccc1OCCC(=O)OCC(=O)Nc1cc(S(=O)(=O)N(C)C)ccc1Cl	0.0%	5.2%	0.7	2.9	0.6	20.0	6.1%	4.5	-0.9%	7.7%	-1.5%
O=C(NC1CCCCC1)c1ccc(COCC(F)(F)F)o1	-0.3%	-18.8%	6.6	nt	8.3	1.0	-5.3%	-6.0	-0.1%	0.7%	-0.8%
Cc1cc(-c2n[nH]c(=S)n2/N=C/C(Br)=C/c2ccccc2)n[nH]1	?	5.9%	24.8	-2.3	6.3	2.2	-2.1%	?	1.0%	-3.6%	2.4%
O=C1C(=O)N(Cc2ccco2)C(c2cccs2)/C1=C(\O)c1cccc([N+](=O)[O-])c1 (stereo not given)	0.4%	nt	4.3	10.3	1.3	19.7	-2.6%	-13.6	5.8%	1.0%	23.5%
CCN(CC)C(=O)Cn1c(=O)n(-c2ccccc2)c(=O)n1CC(=O)N(CC)CC	-0.2%	-3.5%	-0.4	2.5	-18.1	-12.2	4.1%	2.9	1.9%	-0.4%	3.2%
O=C(NC1=NCCS1)c1nc(-c2ccccc2)n(-c2ccccc2)n1	-0.5%	14.0%	-3.3	5.1	4.1	2.1	2.5%	-11.2	-1.9%	-5.4%	-3.6%
O=S(=O)(c1cccc(-c2cn3cc(Cl)ccc3n2)c1)N1CCOCC1	0.0%	-9.6%	17.8	-0.1	-8.0	15.7	7.7%	-0.2	1.4%	-3.0%	8.7%
COC(=O)[C@@]1(Cc2ccccc2)[C@H]2C(=O)N(C)C(=O)[C@H]2[C@H]2CN=C(SCc3ccc(C)cc3)N21	6.8%	nt	nt	nt	-22.3	-1.2	nt	-26.2	0.2%	nt	nt
CC1CN(S(=O)(=O)c2csc(C(=O)Nc3ccccc3)c2)CC(C)O1 (stereo not given)	-0.8%	nt	3.6	nt	0.5	0.7	15.6%	-10.2	4.7%	-5.5%	-5.5%
COc1ccc(C)cc1NC(=O)CCCN1C(=O)CCC1=O	-0.4%	0.7%	1.9	1.5	11.6	-20.4	10.2%	-7.5	2.5%	3.8%	-2.0%
CC(NC(=O)CN(C)CC(=O)Nc1ccc(Cl)c(C(F)(F)F)c1)c1ccccc1 (stereo not given)	-0.1%	nt	26.2	nt	-2.8	-2.0	nt	-8.9	3.8%	nt	nt
O=C(c1ccc(-n2cccn2)cc1)N1CCc2ccccc2C1	-0.7%	nt	22.9	-1.8	0.9	13.6	-0.2%	-10.5	1.9%	-0.2%	-5.1%
Cc1ccc(S(=O)(=O)NC(C)(C)CSc2ccccn2)cc1	0.2%	-9.9%	14.6	-1.4	0.0	0.7	2.4%	-2.2	2.2%	0.9%	0.3%
Cc1ccn(C(C)CC(=O)Nc2ccc(-c3ccno3)cc2)n1 (stereo not given)	0.0%	nt	2.0	nt	6.2	-21.8	68.0%[activator]	3.8	1.0%	-7.7%	nt
COc1ccccc1CNC(=O)C/C(C)=N/NC(=O)Cc1ccc(Cl)cc1	-0.1%	-3.6%	-0.1	4.4	-33.3	4.3	5.7%	16.8	4.9%	-1.6%	-2.6%
Cc1ccc(C)c(N2CC(O)(c3cccs3)[N+]3=C2CCCC3)c1 (stereo not given)	2.9%	-7.3%	-1.0	-2.0	-12.9	-6.4	-8.1%	14.2	0.0%	1.2%	-9.2%
CCOC(=O)C1=C(O)C(=O)N(Cc2cccnc2)C1c1ccc(C)cc1 (stereo not given)	-0.4%	-1.8%	-2.3	1.0	0.2	2.7	5.9%	-11.0	0.2%	-1.9%	1.4%

An excerpt, so the mix of outcomes need not match the whole.
